D1 ag = human D1 receptor agonism; P21728; HEK293 T-REx D1 cells, calcium flux, agonist mode; activation, % at 2 µM; 360,000 compounds, 1% hits; in the data active means activation above about 30%; further: 0% is about no effect
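Tetracycline-induced HEK293 TREx D1 cells, force-coupled to calcium signalling, were dye-loaded with a no-wash calcium kit. Compound was pin-added after a 10 s baseline. Fluorescence was read kinetically at 1 cycle/s for 180 s, with calcium rises flagged as agonism.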
TRHR ag = TRH receptor (human) agonism; activation, % at 2 µM; P34981; TRHR cells, calcium flux fluo-8, FDSS agonist mode; AID 493084; 360,000 compounds, 0.18% hits; in the data active means activation above about 30%; further: 0% is about no effect
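Agonist-mode FDSS calcium read (Ex 480/Em 530, 1 s cycles) in 1536-well TRHR cells with fluo-8 dye, after 10-cycle baseline and 23 nL compound addition; TRH at EC20 (10 nM final) added afterwards for the enhancer phase.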
RXFP1 antagonist = blocks the human relaxin receptor RXFP1; Q9HBX9; HEK293-RXFP1, relaxin-stimulated cAMP HTRF, 30 min; stronger effect = lower value; activity change, negative = inhibition, % at 57.5 µM; 350,000 compounds, 0.59% hits; AID 1259400;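 active means activity change of -60% or lower, but not beyond a set lower limit; inconclusive means change between -60% and -40%, or beyond the set limit; inactive means change above -40%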; further: on the % scale 0 is the no-effect control and ±100 the full control effect
Target sequence (Q9HBX9 whole entry, looked up): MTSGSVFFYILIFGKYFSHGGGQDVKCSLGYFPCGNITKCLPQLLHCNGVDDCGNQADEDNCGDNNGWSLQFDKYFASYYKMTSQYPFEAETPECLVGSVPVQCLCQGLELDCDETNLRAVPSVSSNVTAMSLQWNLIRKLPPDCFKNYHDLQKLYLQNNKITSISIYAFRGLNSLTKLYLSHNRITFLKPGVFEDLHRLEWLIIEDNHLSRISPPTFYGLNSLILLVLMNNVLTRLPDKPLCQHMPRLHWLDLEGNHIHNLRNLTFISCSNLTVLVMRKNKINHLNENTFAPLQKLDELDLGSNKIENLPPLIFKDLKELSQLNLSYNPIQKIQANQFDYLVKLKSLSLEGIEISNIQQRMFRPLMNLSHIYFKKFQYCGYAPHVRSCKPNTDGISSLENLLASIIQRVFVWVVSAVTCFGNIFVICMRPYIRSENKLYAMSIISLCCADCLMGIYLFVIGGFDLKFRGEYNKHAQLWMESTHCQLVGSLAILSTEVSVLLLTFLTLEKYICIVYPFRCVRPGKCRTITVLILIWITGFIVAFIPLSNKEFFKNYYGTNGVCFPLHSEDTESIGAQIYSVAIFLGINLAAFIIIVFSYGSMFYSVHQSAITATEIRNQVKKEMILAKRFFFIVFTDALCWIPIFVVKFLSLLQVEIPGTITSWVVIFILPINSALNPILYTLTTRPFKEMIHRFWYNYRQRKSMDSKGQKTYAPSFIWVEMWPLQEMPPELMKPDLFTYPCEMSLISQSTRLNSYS
D1 antag = human D1 dopamine receptor antagonism | activity change, negative = inhibition, % at 10 µM | P21728 | HEK293 TREx D1 cells, calcium flux, dopamine EC80; stronger effect = lower value | 360,000 compounds, 3.2% hits | AID 504652; in the data active means activity change below about -30%; further: on the % scale 0 is the no-effect control and ±100 the full control effect
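Calcium flux readout: force-coupled, inducible Hek293 Trex D1 line, cells induced overnight at 30 C with tetracycline, dye-loaded 30–90 min at RT. Antagonism scored against EC80 dopamine challenge given 180 s after compound.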
RXFP1 ag = RXFP1 (human) receptor agonism. AID 2676. Potency, µM (titrated, usually from 57.5 µM), inactives show at the highest dose activation, hits mostly activators. 370,000 compounds, 0.3% hits. HEK293T-RXFP1 cAMP TR-FRET, 30 min; response scale: percent of porcine relaxin response, buffer zero; further: potency means the concentration at half of the fitted maximal effect; on the % scale 0 is the no-effect control and ±100 the full control effect; nearly all actives have a fitted effect of over 60% in size; many of its hits are not listed in these tables
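HEK293T cells stably expressing RXFP1 were pretreated with the PDE4 inhibitor Ro 20174, exposed to compounds for 30 min at 37C, lysed, and cAMP was read by TR-FRET. Data normalized to buffer (basal) and 29 nM porcine relaxin (100%).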
TRHR PAM = allosteric enhancers of human TRH receptor. P34981. TRHR cells, fluo-8 calcium fluorescence, EC20 TRH enhancement. enhancement, % at 2 µM. 360,000 compounds, 0.66% hits. AID 493056; in the data active means enhancement above about 30%; further: 0% is about no effect
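Enhancer read-out: after compound pinning and an initial kinetic agonist-mode read, an EC20 of TRH (10 nM final) was injected and fluo-8 calcium signal (Ex 480/Em 530) followed at 1 s/cycle for 100 cycles in TRHR-expressing cells.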
D1 potentiator = enhances dopamine response at the human D1 receptor | HEK293 TREx D1 cells, calcium flux, dopamine EC20 potentiation | potentiation, % at 10 µM | 360,000 compounds, 0.036% hits; in the data active means potentiation above about 30%; further: 0% is about no effect
Apoferritin bind = binds horse apoferritin like a general anesthetic | P02791 | 350,000 compounds, 0.074% hits | Potency, µM (highest dose often 77.5 µM), inactives show at the top dose activity change, negative = displacement, usual class: inhibitors | AID 485281 | apoferritin/1-aminoanthracene competitive binding, fluorescence; further: potency means the concentration at half of the fitted maximal effect; on the % scale 0 is the no-effect control and ±100 the full control effect; nearly all actives have a fitted effect of over 20% in size
Target sequence (P02791 2-175 limits assumed): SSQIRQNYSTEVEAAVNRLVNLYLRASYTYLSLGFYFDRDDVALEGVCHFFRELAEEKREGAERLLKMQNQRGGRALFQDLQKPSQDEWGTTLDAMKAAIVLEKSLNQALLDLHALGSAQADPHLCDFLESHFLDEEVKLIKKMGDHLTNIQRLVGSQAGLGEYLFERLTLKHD
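Read-out: endpoint 1-AMA fluorescence, excitation 380 nm and emission 535 nm, after compounds sit 10 min at room temperature with 10 uM horse-spleen apoferritin in 50% saturated 1-AMA/PBS. Values come from four-parameter Hill fits.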
D2 potentiator = positively modulates the human D2 dopamine receptor allosterically. HEK293 T-REx D2, calcium flux, EC20 dopamine potentiation. potentiation, % at 10 µM. 340,000 compounds, 0.34% hits. AID 485347;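 active means potentiation over 3 SD above the plate norm, cut at about 30% in these data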; further: 0% is about no effect
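Calcium flux readout, no-wash dye, 1 read/s. Inducible HEK293 Trex D2 line, overnight 30 C. Compound alone 180 s (agonist flags), then EC20 dopamine, another 180 s to score potentiation.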
Active calls of the source: *; ? = inconclusive; · = no result given. Unless noted, the call rests on the fitted dose curve; in most records, active means well fitted curve in the direction sought with a large enough effect; inconclusive means small, poorly fitted or top-dose-only effect, or another doubt; inactive means no such curve, though single readings can be large; an effect the other way counts as inactive or inconclusive. This is a subset; rates above refer to the full screens.

SMILES	D1 ag	TRHR ag	RXFP1 antagonist	D1 antag	RXFP1 ag	TRHR PAM	D1 potentiator	Apoferritin bind	D2 potentiator
CNc1nc(-c2ccccc2)[n+](-c2ccc(C)cc2)s1	12	0.1	-1	-2	1.5%	5	3	-2%	0
CCN1CCN(C(c2ccccn2)c2c(NC(=O)c3ccccc3)sc(C)c2C)CC1 (stereo not drawn)	3	1.5	-15	28	0.8%	1	-5	-14%	-4
CCOc1ccc(N(CC(=O)NC2CCCC2)S(=O)(=O)c2c(C)[nH]c(=O)[nH]c2=O)cc1	-3	0.0	·	-13	0.7%	-3	-2	6%	0
O=C(NC(NC(=S)Nc1ccccc1C(=O)O)C(Cl)(Cl)Cl)c1ccco1 (stereo not drawn)	0	-0.3	4	-15	-1.7%	0	-2	-3%	-6
CC(=O)NC(NC(=S)Nc1ccc(S(N)(=O)=O)cc1)C(Cl)(Cl)Cl (stereo not drawn)	2	0.3	0	0	0.9%	-1	2	-1%	14
C[C@]1(OC(=O)/C=C/c2ccccc2)C[C@@H](O)[C@]2(O)C=CO[C@@H](O[C@@H]3O[C@H](CO)[C@@H](O)[C@H](O)[C@H]3O)[C@@H]21	0	1.0	·	1	-0.2%	-1	-2	·	-9
CCCn1c2ccc(C)cc2c2n[nH]c(=S)nc21	4	-0.2	7	8	1.2%	-3	7	-2%	-9
O=C(NCc1cccc(Cl)c1)c1cccn1-c1nnc(N2CCCC2)s1	2	-0.3	-20	0	11%	-7	-3	0%	-1
FC(F)(F)c1cccc(NC(=S)NC(c2ccccc2)c2ccccc2)c1	8	2.5	-8	-15	3.1%	0	-9	1%	7
Cc1ccc[n+](CC(=O)c2ccc(Br)cc2)c1	2	0.5	-8	-5	1.0%	7	7	-8%	8
O=C(CSc1cccc[n+]1[O-])NCC1CCCCC1	0	-0.9	17	-69*	1.6%	-2	1	-16%	10
CCCn1cc(C(=O)OCC)c(=O)c2cc(F)c(F)cc21	2	-0.9	-12	-21	3.3%	-4	-4	-9%	2
Cc1oc2ccc(OCc3ccc(F)cc3Cl)cc2c1C(=O)O	2	-0.8	-5	7	0.0%	16	0	-8%	6
CCC(=O)Nc1ccc2c(c1)ncn2-c1ccccc1C	1	-0.1	-3	6	-1.2%	-1	14	-6%	0
COc1ccc(OC)c(CN2CCN(C(=O)c3cccs3)CC2)c1	1	0.0	-10	-5	0.2%	-4	-8	-9%	-23
O=C(Nc1ccc(NC(=O)C2CC2)nc1)c1ccncc1	2	0.3	-3	-7	1.8%	0	6	-4%	-4
CN=c1sc2ccccc2n1CC(O)COc1ccccc1 (stereo not drawn)	0	0.1	2	-3	4.7%	5	-2	-15%	3
COc1cc(/C=N/N2CCN(C3c4ccccc4-c4ccccc43)CC2)ccc1O	1	-0.1	-36	9	-0.2%	7	4	-10%	-2
Cc1[nH]c2ccc(F)cc2c(=O)c1SC(F)(F)C(F)C(F)(F)F (stereo not drawn)	24	1.6	-7	-14	0.3%	-5	-3	-16%	0
Cc1ccc(Oc2nn[nH]n2)cc1	2	-0.5	1	-7	0.2%	3	0	-4%	-3
CCCc1nnc(NC(=O)CCC(=O)NC2CCCCC2)s1	3	-0.7	2	8	1.5%	4	3	-1%	4
O=C(COC(=O)c1cccc(Br)c1)NCCc1ccc(F)cc1	2	0.2	2	1	2.2%	-12	1	?	4
CCNCc1cc2cc(C)ccc2[nH]c1=O	-1	-0.5	-7	-3	0.3%	23	-2	-19%	6
Cc1ccc(Cc2c(C)nc3nc(SCC(=O)NCCCN4CCCCC4)nn3c2C)cc1	7	1.6	-1	0	4.4%	4	·	-7%	1
CC(C)/C=C1\CC/C(=C\c2ccc(N(C)C)cc2)C1=O	243*	94*	-10	-31*	2.2%	18	2	-2%	-7
S=c1[nH]nc(-c2ccc(Br)cc2)n1Cc1ccco1	3	-0.3	-12	-1	-0.7%	2	-5	-4%	2
CCCN1C(=O)/C(=C/c2nc3ccccc3c(=O)[nH]2)c2ccccc21	2	0.2	16	9	1.9%	-10	0	-8%	19
CCC(C)(C)C1CCC2(CC1)NC(CO)(CO)CO2 (stereo not drawn)	0	1.2	-16	-12	-0.9%	0	4	-3%	-8
COc1cccc2c1C(=O)CC2NC(=O)C(F)(F)F (stereo not drawn)	5	-0.3	-5	-4	-0.1%	-3	-2	5%	3
CC(Oc1ccccc1)C(=O)Nc1cccc(-c2nc3ccccc3[nH]2)c1 (stereo not drawn)	14	0.4	-24	-40*	0.3%	3	-9	-14%	·

Reformatted with two lines to a compound: part of the list above
Below each SMILES: D1 ag, TRHR ag, RXFP1 antagonist, D1 antag, RXFP1 ag, TRHR PAM, D1 potentiator, Apoferritin bind, D2 potentiator
- O=C(COC(=O)c1cccc(Br)c1)NCCc1ccc(F)cc1
→ 2, 0.2, 2, 1, 2.2%, -12, 1, ?, 4
- CCNCc1cc2cc(C)ccc2[nH]c1=O
→ -1, -0.5, -7, -3, 0.3%, 23, -2, -19%, 6
- Cc1ccc(Cc2c(C)nc3nc(SCC(=O)NCCCN4CCCCC4)nn3c2C)cc1
→ 7, 1.6, -1, 0, 4.4%, 4, ·, -7%, 1
- CC(C)/C=C1\CC/C(=C\c2ccc(N(C)C)cc2)C1=O
→ 243*, 94*, -10, -31*, 2.2%, 18, 2, -2%, -7
- S=c1[nH]nc(-c2ccc(Br)cc2)n1Cc1ccco1
→ 3, -0.3, -12, -1, -0.7%, 2, -5, -4%, 2
- CCCN1C(=O)/C(=C/c2nc3ccccc3c(=O)[nH]2)c2ccccc21
→ 2, 0.2, 16, 9, 1.9%, -10, 0, -8%, 19
- CCC(C)(C)C1CCC2(CC1)NC(CO)(CO)CO2 (stereo not drawn)
→ 0, 1.2, -16, -12, -0.9%, 0, 4, -3%, -8
- COc1cccc2c1C(=O)CC2NC(=O)C(F)(F)F (stereo not drawn)
→ 5, -0.3, -5, -4, -0.1%, -3, -2, 5%, 3
- CC(Oc1ccccc1)C(=O)Nc1cccc(-c2nc3ccccc3[nH]2)c1 (stereo not drawn)
→ 14, 0.4, -24, -40*, 0.3%, 3, -9, -14%, ·

(more compounds)
SMILES	D1 ag	TRHR ag	RXFP1 antagonist	D1 antag	RXFP1 ag	TRHR PAM	D1 potentiator	Apoferritin bind	D2 potentiator
Cc1cc(C)cc(NC(=O)c2nnn(Cc3cc(C)ccc3C)c2N)c1	10	4.3	-19	-44*	-0.1%	3	0	-1%	4
CN(C)C(CNC(=O)c1ccc(C2SCCS2)cc1)c1ccccc1 (stereo not drawn)	4	1.0	-4	-22	4.3%	13	1	-8%	-27
CCCNS(=O)(=O)c1ccc(OCC(=O)NCCC2=CCCCC2)cc1	2	-0.1	3	-3	3.1%	-2	-2	-13%	8
CCN(CC)S(=O)(=O)c1ccc(N2CCCC2)c(NC(=O)c2ccncc2)c1	1	-0.7	3	-1	20%	-3	-7	-9%	-6
NC(=O)c1ccc(SCC(=O)OCC(=O)N2CCCCC2)c([N+](=O)[O-])c1	2	-0.1	1	12	0.3%	3	-7	·	-2
COc1ccc(Cn2c(=S)[nH]c3cc(C(=O)NCCCN4CCOCC4)ccc3c2=O)cc1	1	-0.9	-7	4	2.1%	-10	-11	-20%	1
CCn1c2ccccc2c2cc(CN3CCN(Cc4cc(OC)c(O)c(OC)c4)CC3)ccc21	18	-0.6	-67*	10	3.0%	3	-1	-8%	-15
CCS(=O)(=O)N1CCC2(CC1)OC(=O)C(C)=C2C(=O)NCc1ccccc1C	1	-0.1	·	-54*	-0.9%	-5	-1	6%	-7
CC(=O)c1ccc(S(=O)(=O)Nc2ccc(C(=O)NCC(c3ccccc3)N(C)C)cc2)cc1 (stereo not drawn)	3	0.1	-11	-19	-1.4%	-3	-7	-10%	3
OC(CN1CCN(Cc2ccccc2)CC1)Cn1c2ccccc2c2ccccc21 (stereo not drawn)	6	0.6	-24	-29	-0.5%	1	-6	-5%	-19
CCc1ccc(NC(=O)NCCCN2CCCC2=O)cc1	1	-0.2	-5	6	1.0%	-7	-1	-6%	9
O=C1C=C(c2cc(C(F)(F)F)cc(C(F)(F)F)c2)C[C@@H](c2ccc3c(c2)OCO3)C1	1	0.3	·	-13	0.9%	-6	0	·	-7
Cc1cc(C)cc(NC(=O)CN2CCc3cc4c(cc3C2C)OCCCO4)c1 (stereo not drawn)	6	1.1	-62*	11	0.7%	9	2	3%	-3
COc1ccc(NC(=O)C2CCN(S(=O)(=O)c3c(C)noc3C)CC2)cc1Cl	-1	-0.3	-11	-6	1.2%	-1	-4	-12%	·
Oc1ccc(CN2CCCCC2)c2cccnc12	2	0.2	0	2	-0.4%	-1	2	2%	-5
COc1ccccc1-c1c(C(F)(F)F)oc2cc(OC(=O)c3cccc([N+](=O)[O-])c3C)ccc2c1=O	14	1.3	-19	-7	0.6%	1	-5	-23%	4
CCN(C(=O)/C=C/c1ccc(OC)cc1)C1CCS(=O)(=O)C1 (stereo not drawn)	2	-0.3	11	4	0.5%	11	-2	·	12
COc1cc(C(=O)NC2CCCC2)c(Br)c(OC)c1OC	0	0.0	4	-9	0.9%	49*	-11	-7%	0
O=C(CSc1cccc(C(F)(F)F)c1)Nc1cc(S(=O)(=O)N2CCCC2)ccc1Cl	4	0.2	-5	2	-0.5%	7	-4	-3%	1
COc1ccc(NC(=O)CC2C(=O)N(c3ccc(C)cc3)C(=O)N2C2CCCC2)cc1 (stereo not drawn)	0	0.0	16	-5	1.6%	1	-4	-10%	-6
CC1CCC(=NNc2ccc(C(F)(F)F)cc2[N+](=O)[O-])CC1 (stereo not drawn)	4	0.3	12	7	1.5%	-1	1	-20%	-5
CCC(C)NC(=O)Cn1c(=O)sc2ccccc21 (stereo not drawn)	2	0.1	-15	-19	1.1%	-3	-4	-6%	2
COc1ccccc1C(=O)NCCC(=O)NCC(C)(C)N1CCOCC1	2	0.2	-14	11	2.3%	9	2	1%	-6
CCOc1cc(/C=C(/C#N)C(=O)Nc2ccc(OC)cc2)ccc1OCc1ccc(C(=O)O)cc1	0	0.2	-9	4	-1.7%	-6	-5	-8%	-3

Screens from PubChem.
